# 12-LOX inh = ALOX12 (human) lipoxygenase inhibition; P18054; hit rate 1.1% among 580,000; AID 1671190; Potency, µM (top dose mostly 108 µM), without a hit: top-dose activity change, negative = inhibition, actives largely listed as inhibitors; purified 12hLO, xylenol orange hydroperoxide absorbance; further: on the % scale 0 is the no-effect control and ±100 the full control effect
#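 Purified human 12hLO at 150 nM in 25 mM Hepes, 0.01% Triton X-100, pH 7.0, preincubated 15 min at room temperature with compound. Reaction started with 40 uM arachidonic acid, 30 min at room temperature. Hydroperoxide measured by Fe-xylenol orange, 573/405 nm absorbance ratio.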
# Tb PGK inh = inhibitors of T. brucei phosphoglycerate kinase; Potency, µM (highest dose often 57.5 µM), for inactives: top-dose activity change, negative = inhibition, actives largely listed as inhibitors; AID 602233; PGK/GAPDH coupled, Kinase-Glo luminescence, 60 min; hit rate 0.043% among 380,000; further: on the % scale 0 is the no-effect control and ±100 the full control effect; nearly all actives have a fitted effect of over 60% in size
# Target sequence (P07378 whole entry, looked up): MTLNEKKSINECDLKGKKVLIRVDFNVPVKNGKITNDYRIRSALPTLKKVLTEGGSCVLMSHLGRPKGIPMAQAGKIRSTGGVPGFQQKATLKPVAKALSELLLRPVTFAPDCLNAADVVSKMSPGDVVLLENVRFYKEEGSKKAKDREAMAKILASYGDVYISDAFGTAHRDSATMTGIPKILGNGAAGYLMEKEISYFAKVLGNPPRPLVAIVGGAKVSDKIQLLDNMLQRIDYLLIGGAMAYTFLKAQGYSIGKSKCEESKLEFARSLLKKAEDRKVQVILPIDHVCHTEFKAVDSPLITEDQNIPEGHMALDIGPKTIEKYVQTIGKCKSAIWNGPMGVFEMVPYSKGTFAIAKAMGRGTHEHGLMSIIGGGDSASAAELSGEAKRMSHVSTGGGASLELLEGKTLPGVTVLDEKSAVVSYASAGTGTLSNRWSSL
#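 Luminescent ATP detection (Kinase-Glo Plus) follows a 60-minute room-temperature incubation, with wells lacking PGK as controls. Buffer: 100 mM TEA (pH 7.6), 5 mM MgCl2, 0.01% Tween-20. Coupling enzyme GAPDH (100 nM final) supplies unstable 1,3-BPG in-well.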
# GLS inh = inhibitors of human glutaminase (GLS); GLS enzymatic activity, qHTS titration; Potency, µM (series often up to 45.5 µM), for inactives: top-dose activity change, negative = inhibition, hits mostly inhibitors; O94925; hit rate 0.21% among 410,000; AID 624170; further: on the % scale 0 is the no-effect control and ±100 the full control effect
#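 Two-point fluorescence kinetic (t0, 30 min RT) for hKGA; glutamate detected via glutamate oxidase–HRP–Amplex Red. Substrate: 1 mM L-glutamine solution; buffer 45 mM KH2PO4, pH 8.2.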
# Pin1 inh = blocks the human prolyl isomerase Pin1; Pin1 FP peptide displacement, HiFluor488, 10 min; hit rate 0.009% among 390,000; Potency, µM (doses to about 115 µM), for inactives: at the top dose activity, negative = inhibition, most hits filed as inhibitors; Q13526; active means well fitted inhibition curve with a large enough effect in the polarisation, with a control signal flat, not every such curve was filed as active; inconclusive means small, poorly fitted or top-dose-only effect, or effect the other way, or a change in a side signal; inactive means no such curve, though single readings can be large or run the other way; the % refers to the polarisation; further: on the % scale 0 is the no-effect control and ±100 the full control effect
# rTrxR1 inhibitor = rat TrxR1 inhibition; Potency, µM (top dose mostly 114 µM), for inactives: top-dose activity change, negative = inhibition, most hits filed as inhibitors; recombinant rTrxR1, NADPH fluorescence consumption, selenite substrate; hit rate 1% among 390,000; AID 588453; O89049; further: on the % scale 0 is the no-effect control and ±100 the full control effect; nearly all actives have a fitted effect of over 65% in size
#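 Rat TrxR1 (90 nM in the dispensed reagent) was pre-reduced with 400 uM NADPH for 5 min at room temperature, then incubated with compound for 15 min. After 400 uM selenite was added, NADPH fluorescence (Ex 340/Em 450 nm) was followed for 8 min.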
# JMJD2A Tudor inh = JMJD2A Tudor domain (human) inhibition; Potency, µM (top dose mostly 114 µM), for inactives: top-dose activity change, negative = inhibition, most hits filed as inhibitors; AlphaScreen JMJD2A-Tudor / H3K4me3 peptide binding; O75164; hit rate 4.4% among 390,000; AID 504339; further: on the % scale 0 is the no-effect control and ±100 the full control effect; nearly all actives have a fitted effect of over 50% in size
# RGS4 inhibitor = human RGS4 inhibition; P49798; Transcreener GDP fluorescence polarization, RGS4-accelerated GTP hydrolysis; Potency, µM (highest dose often 114 µM), for inactives: top-dose activity change, negative = inhibition, actives largely listed as inhibitors; hit rate 0.039% among 390,000; AID 504845; further: on the % scale 0 is the no-effect control and ±100 the full control effect; nearly all actives have a fitted effect of over 75% in size; some results filed as inactive show a strong effect at the top dose
#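 MLSMR compounds (23 nl, pin-transferred) preincubated 10 min at room temperature with a 500nM (2x) first reagent, then RGS4 at 900nM (2x) plus Transcreener GDP mix added; fluorescence polarization (620/688 nm) read before and after 90 min at 30 °C.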
# HP1b chromo inh = blocks HP1-beta chromodomain binding to methylated histone tails; AlphaScreen HP1-beta / biotin-H3K9me3 peptide binding; hit rate 0.56% among 390,000; Potency, µM (doses to about 114 µM), without a hit: at the highest dose activity change, negative = inhibition, usual class: inhibitors; further: nearly all actives have a fitted effect of over 70% in size; inactives centre near 23
#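 Compound inhibition of the preformed complex between 50 nM HP1-beta and 50 nM biotinylated H3K9me3 peptide was read by AlphaScreen. Buffer was PBS pH 7.4 with 0.01% Tween-20. Incubations ran 30 min at room temperature, with 10 ug/mL donor/acceptor beads.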
# ERG-DNA inh = inhibitors of human ERG Ets domain-DNA interaction. fluorescence polarization, His-ERG Ets domain / labelled DNA. Potency, µM (highest dose often 76.9 µM), inactives show top-dose FP activity, negative = inhibition, hits mostly inhibitors. hit rate 0.028% among 370,000. AID 624246; active means well fitted inhibition curve with a large enough effect in the polarisation, with a control signal flat; inconclusive means small, poorly fitted or top-dose-only effect, or effect the other way, or a change in a side signal; inactive means no such curve, though single readings can be large or run the other way; the % refers to the polarisation;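 further: polarization taken with two DNA probes labelled with fluorescein and Texas red; % of control where 0% means no effect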
# Target sequence (P11308 whole entry, looked up, the tested form may be a part): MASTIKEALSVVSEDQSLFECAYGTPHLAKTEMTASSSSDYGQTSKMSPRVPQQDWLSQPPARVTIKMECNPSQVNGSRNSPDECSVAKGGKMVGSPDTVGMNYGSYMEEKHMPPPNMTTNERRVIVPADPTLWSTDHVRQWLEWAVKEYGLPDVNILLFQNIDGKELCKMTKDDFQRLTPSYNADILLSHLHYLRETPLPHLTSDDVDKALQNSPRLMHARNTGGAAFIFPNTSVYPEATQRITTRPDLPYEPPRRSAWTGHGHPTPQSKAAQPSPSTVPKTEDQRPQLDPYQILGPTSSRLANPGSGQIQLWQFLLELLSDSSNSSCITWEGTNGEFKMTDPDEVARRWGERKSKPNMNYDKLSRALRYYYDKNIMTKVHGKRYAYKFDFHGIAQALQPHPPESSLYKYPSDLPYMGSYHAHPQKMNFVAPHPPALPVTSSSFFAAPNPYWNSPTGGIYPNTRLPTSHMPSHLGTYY
#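 His-tagged ERG Ets domain (1 uM in the protein solution; 300mM KCl, 50mM Tris-HCl, 1mM EDTA, 1mM DTT, pH 7.5) received compound, then a probe mix of 5 nM fluorescein-DNA and 100nM Texas-615-DNA. Fluorescence polarization was read for both dyes.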
# Starred values were filed as active, the others as inactive; i = inactive; u = inconclusive; x = no result given; [ ] = remark or other dose. Unless noted, the call rests on the fitted dose curve; in most records, active means well fitted curve in the direction sought with a large enough effect; inconclusive means small, poorly fitted or top-dose-only effect, or another doubt; inactive means no such curve, though single readings can be large; an effect the other way counts as inactive or inconclusive. Potency means the concentration at half of the fitted maximal effect.
SMILES,12-LOX inh,Tb PGK inh,GLS inh,Pin1 inh,rTrxR1 inhibitor,JMJD2A Tudor inh,RGS4 inhibitor,HP1b chromo inh,ERG-DNA inh
Cc1ccc2c(c1)C(c1ccccc1)NCC(=O)N2 (stereo not given),461%[activator],-4%,-4%,1%,14%,-9%,11%,39%,4%
COc1ccc(C(CNC(=O)c2cc(S(=O)(=O)N3CCCCC3)ccc2C)N2CCCC2)cc1 (stereo not given),-1%,-4%,3%,7%,u,-17%,-34%,25%,x
CC[N+]12CCC(CC1)C(C(O)(c1ccccc1)c1ccccc1)C2 (stereo not given),14%,-5%,7%,2%,5%,-9%,8%,20%,-5%
C=CCNC(=O)c1c(N)n(Cc2ccco2)c2nc3ccccc3nc12,u,x,2%,u,u,14%,u,67%[activator],-2%
c1cncc(CNCCN2CCNCC2)c1,9%,0%,-3%,4%,4%[57.1 µM],-2%,-8%,25%,4%
O=c1c2ccccc2nc(-c2ccc(Cl)cc2Cl)n1-c1nccs1,-10%,-3%,4%,2%,2%,-17%[57.1 µM],-13%,10%,-10%
COc1ccc(OCC(=O)N2CCN(Cc3cccc(OC)c3OC)CC2)cc1,u,2%,2%,-6%,2%,7.9µM*,-17%,u,16%
CCC1(c2ccc(-c3ccccc3)cc2)C(=O)NC(=O)NC1=O,15%,-2%,-5%,-1%,3%,-3%,-22%,43%[activator],-1%
COc1ccc2[nH]cc(CCNCc3cccnc3)c2c1,u,1%,13%,-3%,10%,-9%,-10%,45%[activator],-10%
COc1ccc(OCC(=O)N2CCN(CCc3ccccn3)CC2)cc1,-27%,0%,0%,0%,16%,-1%,3%,51%[activator],1%
CCNC(=S)N(C)CCc1cc2c(c(OC)c1C=C1C(=O)N(C)C(=O)N(C)C1=O)OCO2,u,-7%,-2%,-1%,-11%,-11%,u,38%,-18%
OCC1(CO)COC(c2cccnc2)N1 (stereo not given),3%,-6%,3%,-6%,6%[57.1 µM],-12%,1%,28%,2%
COc1ccc(CN2C(=O)NC(=O)/C(=C/c3ccc([N+](=O)[O-])s3)C2=O)cc1,u,u,-22%,u,40µM*,22µM*,u,28µM*,72%[activator]
O=c1[nH]c(O)c(N=Nc2ccc(SC(F)F)cc2)c(=O)[nH]1,-7%,-1%,0%,u,24%,-7%[11.4 µM],13%[11.4 µM],36%,-1%
CC[C@@H](C(=O)[C@@H](C)[C@@H](O)[C@H](C)[C@@H]1O[C@@H]([C@@H](CC)C(=O)O)CC[C@@H]1C)[C@H]1O[C@]2(C=C[C@@H](O)[C@]3(CC[C@@](C)([C@H]4CC[C@](O)(CC)[C@H](C)O4)O3)O2)[C@H](C)C[C@@H]1C,-1%,-2%,u,3%,26%,-10%,9%,46%[activator],0%
Cc1cccc(-n2c(O)c(C=Nc3ccc(Br)cn3)c(=O)[nH]c2=O)c1,u,i,u,14%,8%[57.1 µM],10µM*,u,11%,1%
CCCC1(CCC)C(=O)NC(=NCc2ccccc2)NC1=O,u,-3%,13%,0%,-1%[57.1 µM],-10%,-13%,1%,6%
NC(Cc1ccccc1)c1nn[nH]n1 (stereo not given),20%,-5%,-15%,-11%,0%,u,-13%,28%,-9%
Cc1cccc(-n2nc(C)c3c2NC(=O)CSC3c2ccccc2Cl)c1 (stereo not given),u,x,13%,8%,11%,-29%,40%,8%,4%
O=C(CNC(=O)c1ccc(Cl)cc1)Nc1ccc(Br)cc1C(=O)c1ccccc1,-16%,-2%,-13%,2%,11%[57.1 µM],u,23%,-7%,-1%
CC(=O)Nc1ccc(OCCF)cc1,16%,9%,7%,6%,1%[57.1 µM],-6%,1%,-3%,-9%
N#Cc1ccc(NC(=O)CCNC(=O)c2ccco2)cc1Cl,-8%,-5%,0%,-1%,-13%,-2%,-29%,28%,20%
Cc1cc(N2CCOCC2)ccc1/C=C1\C(=O)NC(=O)N(c2ccccc2)C1=O,-29%,-9%,-6%,u,u,-1%,u,49%[activator],2%
CCOP(=S)(OCC)Oc1cc(C)oc(=O)c1Cl,u,6%,-16%,5%,-22%,20µM*,u,-9%,-2%
CCc1ccc(N2C(=O)NC(=O)/C(=C\c3cc(C)n(-c4cc(C(=O)O)cc(C(=O)O)c4)c3C)C2=O)cc1,u,-24%,16%,u,u,50µM*,-12%,-14%[57 µM],18%
c1ccc(C(CN2CCCCC2)c2ccccc2)cc1,0%,4%,-11%,-4%,12%[57.1 µM],-10%,15%,26%,8%
O=C1C2CCCN2C(c2cccnc2)N1c1cccc(Cl)c1 (stereo not given),0%[57.4 µM],-5%,1%,-6%,16%,-1%,-10%,25%,14%
O=c1[nH]c(=O)n(Cc2ccc(F)cc2)c(O)c1C=NCCCO,-20%,2%,0%,2%,14%,-1%,5%,14%,-1%
COc1cccc(/C=C2\N=C(c3cncc(Br)c3)OC2=O)c1,-14%,1%,12%,u,2%,-3%,0%,22%,-5%
CCCOP(=O)(OCCC)C(Nc1ccc(C(C)C)cc1)c1ccc([N+](=O)[O-])cc1 (stereo not given),-21%,2%,-3%,1%,5%,u,-16%,-23%,-5%
COc1cc(C)cc2oc(=O)c(CC(=O)N3C[C@H]4C[C@@H](C3)c3cccc(=O)n3C4)c(C)c12,-14%,9%,9%,9%,-6%,-21%,1%,15%,-5%
O=C(C1CCC(=O)N1C1CCCC1)N1CCC2(CC1)OCCO2 (stereo not given),-5%,2%,-9%,-1%,20%,0%,-19%,23%,-2%
CC(=O)c1cc(C(C)=O)c(C)[n+](C)c1C,u,0%,-11%,-4%,u,8%,-4%,36%,-21%
COc1ccc(Cn2c(O)c(/C=N/NC(=O)c3ccncc3)c(=O)[nH]c2=O)cc1,0%,-5%,u,18%,-14%,u,13%,48%[activator],-13%
COC(=O)C1=C(c2ccc(F)cc2OCc2ccccc2)C[C@@H]2CC[C@H]1N2C(=O)NC1CCCCC1,-14%,i,-6%,1%,14%[57.1 µM],-19%,1%,36%,5%
COc1ccc(C2CC(c3c(O)n(CCc4ccccc4)c(=O)[nH]c3=O)=NN2)cc1OC (stereo not given),u,-6%,u,32%[activator],-18%[57.1 µM],-29%,3%,38%[activator],13%
CCOc1ccccc1NC(=O)c1sc2nc3c(cc2c1N)CN(Cc1ccccc1)CC3,-4%,-1%,-7%,u,34%,0%,-28%,53%[activator],4%
CCOc1ccc(CN(CCc2ccc3c(c2)OCO3)Cc2ccc(OC)c(Br)c2)cc1,u,i,-5%,u,-12%,7.1µM*,-1%,u,0%
Oc1ccc(Cl)cc1CN1CCN(Cc2ccccc2)CC1,u,0%,7%,0%,22%,-24%[57.1 µM],0%[56.9 µM],72%[activator],-15%
Cc1cccc(C(=O)Nc2ccc(C(=O)OCc3cc(=O)n4nc(C5CC5)sc4n3)cc2)c1,-1%,-9%,-21%,39%[activator],5%[57.1 µM],-30%,4%,14%,-4%
CC(C)C[C@H](NP(=O)(O)O[C@@H]1O[C@@H](C)[C@H](O)[C@@H](O)[C@H]1O)C(=O)N[C@@H](Cc1c[nH]c2ccccc12)C(=O)O,-11%,6%,6%,-8%,14%,-13%,-13%,18%,-5%
CCn1cc(C(=O)c2cccs2)c2ccccc21,-10%,-1%,1%,-6%,-5%[57.1 µM],13%,-10%,55%[activator],-2%
COc1ccc2[nH]c3c(c2c1)CCN1C(=O)C(CC(=O)NCc2cccc(C(F)(F)F)c2)C[C@H](C(=O)N2CCCCC2)[C@@]31C (stereo not given in full),-16%,4%,1%,0%,7%,u,2%,-4%,10%
COc1ccc(OC)c([C@@H](O)[C@H](C)NC(C)(C)C)c1,-18%,-2%,0%,1%,9%,-1%,-16%,40%[activator],8%
CC(C)Oc1cc(-n2c(=S)[nH]c3ccccc3c2=O)c(Cl)cc1Cl,0%,i,0%,u,9%[57.1 µM],-24%,-11%,20%,-1%
CN1CCC(O)(c2cccs2)C(C(=O)c2cccs2)C1 (stereo not given),7%,5%,0%,0%,u,-18%,-4%,6%,-1%
O=c1cc(C(F)(F)F)c2cc3c4c(c2o1)CCCN4CCC3,0%,-3%,0%,x,14%[57.1 µM],89%[activator][11.4 µM],3%[11.4 µM],243%[activator],-5%
O=C(Cc1ccccc1)N1CCN(Cc2ccc(F)cc2)CC1,22%,-6%,1%,-2%,12%,10µM*,-9%,u,-5%
CN1C(=O)C(=Cc2ccccc2OCc2ccc(C(=O)O)cc2)C(=O)N(C)C1=O,-17%,i,5%,-9%,u,-11%,-29%,36%,-3%
COC(=O)C1=C(c2cc3ccccc3s2)C[C@@H]2CC[C@H]1N2C(=O)NCCS(C)=O (stereo not given in full),-7%,7%,1%,0%,12%[57.1 µM],-4%,9%,45%[activator],8%

# Just HP1b chromo inh, for two of the compounds above:
SMILES | HP1b chromo inh
OCC1(CO)COC(c2cccnc2)N1 (stereo not given) | 28%
CCc1ccc(N2C(=O)NC(=O)/C(=C\c3cc(C)n(-c4cc(C(=O)O)cc(C(=O)O)c4)c3C)C2=O)cc1 | -14%[57 µM]

# Compound activity (PubChem)

# Not all compounds are listed; rates above refer to the full screens.
